# Jurkat NFkB inh: lowers PMA/ionomycin-induced NF-kB signal in Jurkat cells | 0.53% of 330,000 active | PMA/ionomycin-induced NF-kB luciferase reporter, luminescence | inhibition, % at 4 µM; in the data active = inhibition above about 50%
# Gli-Sufu antag: blocks Gli-Sufu signaling in a luciferase reporter | Sufu-KO-LIGHT fibroblasts, Gli luciferase reporter luminescence | inhibition, % at 5 µM | 0.74% of 340,000 active | AID 588413;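 active = inhibition above about 55%, limit read from the data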;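 also: 0% = DMSO-treated cells and 100% = wells with medium but no cells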
# EBI2 antag: blocks human EBI2 receptor beta-arrestin signaling | P32249 | EBI2 beta-arrestin recruitment, luminescence, 7a,25-OHC stimulated | inhibition, % at 5 µM | 0.81% of 360,000 active | AID 651636; in the data active = inhibition above about 38%;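 also: enzyme fragment complementation signal reports receptor beta-arrestin coupling in cells; 0% = agonist plus DMSO wells and 100% = wells without agonist; some results beyond the cut were filed as inactive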
# APJ antag: blocks the human apelin receptor APJ | P35414 | CHO-K1 APJ beta-arrestin complementation, luminescence | inhibition, % at 20 µM | 0.32% of 330,000 active;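 active = inhibition above about 40% at 20 µM, limit read from the data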;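 also: cells challenged with 10 nM apelin-13 agonist together with compound; plate controls were apelin-13 plus DMSO wells for no effect and DMSO wells lacking apelin-13 for full effect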
# Target sequence (P35414 whole entry, looked up): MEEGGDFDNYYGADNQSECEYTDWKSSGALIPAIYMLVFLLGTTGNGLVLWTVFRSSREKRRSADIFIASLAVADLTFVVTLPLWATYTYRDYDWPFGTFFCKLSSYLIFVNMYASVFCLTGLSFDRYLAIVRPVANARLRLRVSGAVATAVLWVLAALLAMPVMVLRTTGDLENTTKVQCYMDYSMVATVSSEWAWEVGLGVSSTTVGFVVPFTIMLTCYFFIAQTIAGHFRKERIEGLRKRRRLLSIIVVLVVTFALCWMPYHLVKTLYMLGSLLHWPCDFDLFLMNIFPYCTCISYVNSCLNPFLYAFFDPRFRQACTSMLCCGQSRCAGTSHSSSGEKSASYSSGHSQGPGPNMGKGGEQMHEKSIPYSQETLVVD
# UBC13 polyUb: inhibitors of human UBC13 polyubiquitin chain formation; P61088; TR-FRET; inhibition, % at 20 µM; 0.47% of 330,000 active; in the data active = inhibition above about 45%, passing the limit was not always enough
# Target sequence (P61088 whole entry, looked up): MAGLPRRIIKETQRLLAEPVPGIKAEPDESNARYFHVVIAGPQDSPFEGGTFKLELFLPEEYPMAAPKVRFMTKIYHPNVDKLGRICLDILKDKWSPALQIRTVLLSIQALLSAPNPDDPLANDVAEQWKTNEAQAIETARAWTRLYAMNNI
# CCR6 antagonist: antagonists of human CCR6 receptor; P51684; CHO-K1 CCR6 PathHunter beta-arrestin, luminescence, CCL20-stimulated; inhibition, % at 20 µM; 0.49% of 340,000 active; AID 493098;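 active = compounds whose inhibition of the agonist-driven luminescence signal at 20 µM reaches about 50%, limit read from the data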;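 also: cells stimulated with CCL20 at 14 nM final; plate controls were DMSO with CCL20 for no effect and DMSO without agonist for full effect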
# Target sequence (P51684 whole entry, looked up): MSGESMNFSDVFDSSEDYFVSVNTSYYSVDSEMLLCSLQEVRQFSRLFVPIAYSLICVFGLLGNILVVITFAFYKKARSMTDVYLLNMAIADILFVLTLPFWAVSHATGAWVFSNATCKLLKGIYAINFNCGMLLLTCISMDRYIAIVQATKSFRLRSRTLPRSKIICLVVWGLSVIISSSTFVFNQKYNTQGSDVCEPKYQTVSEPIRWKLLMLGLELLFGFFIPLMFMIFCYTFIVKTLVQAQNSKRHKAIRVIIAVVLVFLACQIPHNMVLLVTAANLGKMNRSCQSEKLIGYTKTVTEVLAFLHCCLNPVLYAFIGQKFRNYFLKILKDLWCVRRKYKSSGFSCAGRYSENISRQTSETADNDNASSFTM
# CXCR6 block: CXCR6 (human) receptor inhibition | O00574 | CHO-K1 PathHunter CXCR6 beta-arrestin, luminescence | inhibition, % at 20 µM | 0.36% of 360,000 active | AID 602244; in the data active = inhibition above about 34%, passing the limit was not always enough;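 also: antagonist mode with CXCL16 agonist at 10 nM final; 0% = 10 nM CXCL16 with DMSO and 100% = unstimulated wells without agonist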
# 697 NFkB inh: lowers PMA/ionomycin-induced NF-kB signal in 697 B cells. inhibition, % at 4 µM. 0.33% of 330,000 active. 697 B-cell NF-kB luciferase reporter, 16 h; in the data active = inhibition above about 35%
# An asterisk follows results filed as active; . = not tested or not shown.
SMILES,Jurkat NFkB inh,Gli-Sufu antag,EBI2 antag,APJ antag,UBC13 polyUb,CCR6 antagonist,CXCR6 block,697 NFkB inh
COc1cccc(N2CC(C(=O)Nc3c(C(N)=O)oc4ccccc34)CC2=O)c1 (centres undefined),2,5,-22,5,-1,-1,-6,12
Cc1cccc(C(=O)NCc2nnc(SCC(=O)NC3CCCC3)n2C)c1,-5,-6,9,-3,-1,8,-8,4
COc1ccc(CN(CC(=O)NC2CCCCC2)C(=O)CCCC(=O)Nc2ccccn2)cc1,-4,-2,-2,-4,-5,10,7,-9
Cc1ccc2nc(N3CCN(c4ccccc4)CC3)c(C=O)c(=O)n2c1,0,-2,5,-1,-8,14,1,-36
Cc1ccc(SCCNC(=O)c2ccc([N+](=O)[O-])c(C)c2)cc1,-12,-5,12,0,-5,9,24,-24
Cc1ccc(OCC(=O)NNC(=O)CCc2ccccc2)c(Br)c1,-5,-12,4,5,-2,9,-3,6
CC(NS(=O)(=O)c1ccc(CCC(=O)N2CCN(C)CC2)cc1)c1ccccc1 (centres undefined),-20,8,-5,-10,-8,-2,-7,-28
F[B-](F)(F)c1cc2ccccc2s1,.,-3,-7,.,.,7,-4,.
OC(C#CCN1CCOCC1)c1cccs1 (centres undefined),-11,22,1,1,-3,4,-7,-2
Cc1ccc(OCC(=O)Nc2ccc(C)c(S(=O)(=O)N3CCCCC3)c2)c([N+](=O)[O-])n1,0,3,-3,-2,4,14,-2,3
CCOC(=O)c1ccc(NC(=O)c2ccc(NS(C)(=O)=O)cc2)cc1,-21,5,5,-2,-2,-2,-6,-18
Cc1ccc(C)c(N2CCN(C(=O)CCS(=O)(=O)c3ccc4c(c3)NC(=O)C(C)S4)CC2)c1 (centres undefined),49,29,4,-1,7,2,-10,5
CCCc1cc(=O)oc2c(C)c(OCC(=O)NC3CC(C)(C)NC(C)(C)C3)ccc12,16,-16,-2,19,7,20,8,-21
CCn1c(SCc2nc3ccccc3[nH]2)nnc1-c1cccnc1,-2,6,-5,-11,-19,2,3,-6
Cc1cccc(N2C(=O)C3C4CC(=O)C(c5ccccc54)C3C2=O)c1C (centres undefined),6,-1,-16,-2,2,12,0,0
CC(C)(CNC(=O)c1cccs1)N1CCOCC1,-8,4,-8,2,-2,8,-4,14
CCCn1c(N)c(Sc2ccc(Cl)cc2)c(=O)n(CCC)c1=O,-3,21,9,-1,5,6,7,5
Cc1cc(C(=O)NCc2ccc(S(N)(=O)=O)cc2)c(C)o1,4,1,-3,-10,7,0,-6,17
Cc1cc(NC(=O)CCC(=O)N(Cc2ccco2)C2(C(=O)NC3CCCCC3)CCCC(C)C2)no1 (centres undefined),15,-1,14,-9,-9,18,6,9
COc1ccc(C2=NOC(C(=O)N3CCN(c4ccccc4OC)CC3)C2)cc1 (centres undefined),17,-16,-6,9,3,-1,3,-9

# Part of the list above in another layout:
# Screens in order: Jurkat NFkB inh, Gli-Sufu antag, EBI2 antag, APJ antag, UBC13 polyUb, CCR6 antagonist, CXCR6 block, 697 NFkB inh
- Cc1ccc(OCC(=O)NNC(=O)CCc2ccccc2)c(Br)c1
→ -5, -12, 4, 5, -2, 9, -3, 6
- CC(NS(=O)(=O)c1ccc(CCC(=O)N2CCN(C)CC2)cc1)c1ccccc1 (centres undefined)
→ -20, 8, -5, -10, -8, -2, -7, -28
- F[B-](F)(F)c1cc2ccccc2s1
→ ., -3, -7, ., ., 7, -4, .
- OC(C#CCN1CCOCC1)c1cccs1 (centres undefined)
→ -11, 22, 1, 1, -3, 4, -7, -2
- Cc1ccc(OCC(=O)Nc2ccc(C)c(S(=O)(=O)N3CCCCC3)c2)c([N+](=O)[O-])n1
→ 0, 3, -3, -2, 4, 14, -2, 3
- CCOC(=O)c1ccc(NC(=O)c2ccc(NS(C)(=O)=O)cc2)cc1
→ -21, 5, 5, -2, -2, -2, -6, -18
- Cc1ccc(C)c(N2CCN(C(=O)CCS(=O)(=O)c3ccc4c(c3)NC(=O)C(C)S4)CC2)c1 (centres undefined)
→ 49, 29, 4, -1, 7, 2, -10, 5
- CCCc1cc(=O)oc2c(C)c(OCC(=O)NC3CC(C)(C)NC(C)(C)C3)ccc12
→ 16, -16, -2, 19, 7, 20, 8, -21
- CCn1c(SCc2nc3ccccc3[nH]2)nnc1-c1cccnc1
→ -2, 6, -5, -11, -19, 2, 3, -6
- Cc1cccc(N2C(=O)C3C4CC(=O)C(c5ccccc54)C3C2=O)c1C (centres undefined)
→ 6, -1, -16, -2, 2, 12, 0, 0
- CC(C)(CNC(=O)c1cccs1)N1CCOCC1
→ -8, 4, -8, 2, -2, 8, -4, 14
- CCCn1c(N)c(Sc2ccc(Cl)cc2)c(=O)n(CCC)c1=O
→ -3, 21, 9, -1, 5, 6, 7, 5
- Cc1cc(C(=O)NCc2ccc(S(N)(=O)=O)cc2)c(C)o1
→ 4, 1, -3, -10, 7, 0, -6, 17
- Cc1cc(NC(=O)CCC(=O)N(Cc2ccco2)C2(C(=O)NC3CCCCC3)CCCC(C)C2)no1 (centres undefined)
→ 15, -1, 14, -9, -9, 18, 6, 9
- COc1ccc(C2=NOC(C(=O)N3CCN(c4ccccc4OC)CC3)C2)cc1 (centres undefined)
→ 17, -16, -6, 9, 3, -1, 3, -9

# Next structures follow:
SMILES,Jurkat NFkB inh,Gli-Sufu antag,EBI2 antag,APJ antag,UBC13 polyUb,CCR6 antagonist,CXCR6 block,697 NFkB inh
O=C(Nc1ccsc1C(=O)NC1CCCCC1)c1ccccc1,9,6,-26,0,7,12,-3,-24
O=C(CN1CCN(Cc2ccccc2)CC1)Nc1ccccc1-c1ccccc1,3,37,10,8,4,19,0,4
CCN(Cc1ccccc1)C(=O)CSc1nc(C)cc(C)c1C#N,14,16,13,9,24,16,11,11
CCN(CC)CCC(c1cc(OC)c(OC)c(OC)c1)c1c(OC)cc(OC)c2c(-c3ccccc3)cc(=O)oc12 (centres undefined),0,14,4,22,50*,2,1,-4
O=C(CNS(=O)(=O)c1cccc2nsnc12)NCc1ccc(Cl)cc1,-3,-1,-2,11,-11,13,1,-7
O=C(CCNC(=O)c1ccc(Br)cc1)Nc1cccc(S(=O)(=O)N2CCCCC2)c1,51*,-4,19,14,3,15,2,-19
CCCn1c(SCC(=O)c2c[nH]c3ccccc23)nnc1-c1ccncc1,7,4,3,-14,-2,-13,-3,17
COC(=O)c1ccc(NC(=O)c2ccccc2SC)cc1,-23,-11,-2,8,2,13,-11,7
CCCn1nc(C(=O)NCCN2CCOCC2)c2ccccc2c1=O,-2,-2,-16,-11,-7,14,-4,-13
CCN(CC)S(=O)(=O)c1c(OC)cc(C)c(Cl)c1C,11,3,-2,22,5,12,4,2
COCc1[nH]nc2c1C1(CCC3(CC1)OCCO3)C(C#N)=C(N)O2,-7,0,-7,-6,-1,2,-1,-12
O=C(O)c1ccc(NC(=O)c2cccc(NC(=O)c3cccs3)c2)cc1,12,-11,-16,7,7,-1,-3,3
CN(Cc1ccccc1)c1ccc(C(CC(N)=O)NC(=O)c2ccc(Br)cc2)cc1[N+](=O)[O-] (centres undefined),9,32,2,12,-13,24,13,-30
COc1cc(/C=N/Nc2ncnc3sc4c(c23)CCC4)ccc1O,.,-2,19,.,.,-12,-10,.
Cc1cccc(NC(=O)c2cc(=O)c3ccccc3o2)c1,-22,0,1,-5,-10,4,-6,-21
CCn1cc(C(=O)OCC(=O)N(C)Cc2ccccc2)c(=O)c2ccc(C)nc21,3,3,-2,8,-11,-3,-1,3
Cc1ccc(NC(=S)NC(NC(=O)c2ccco2)C(Cl)(Cl)Cl)cc1 (centres undefined),-14,-4,-14,1,-3,14,-6,-8
Oc1ccccc1Oc1c(F)c(F)nc(N2CCCC2)c1F,9,-3,9,9,3,13,2,1
O=C(CCNC(=O)c1ccc(Br)o1)NCc1ccccc1Cl,5,-4,0,-23,3,-3,0,13
CN1CCN(c2ccc(S(=O)(=O)N3CCOCC3)cc2NC(=O)CC(C)(C)C)CC1,2,-3,-11,6,0,2,-10,18
O=S(=O)(NCc1ccc2c(c1)OCO2)c1cccc(S(=O)(=O)N2CCOCC2)c1,1,0,-1,5,2,0,-1,-3
CCC(=O)Nc1cccc(C2=NOC3(C2)C[C@@H](C(N)=O)N(C(=O)c2ccccc2C(=O)c2ccccc2)C3)c1 (some centres undefined),14,-7,-6,14,-8,10,-7,-4
Cc1ccc(/C=N/NC(=O)C(C)Oc2cccc3ccccc23)o1 (centres undefined),-3,-1,4,-2,-3,1,-2,7
CCOC(=O)N1CCN(C(=O)CSc2nnc(-c3ccc(C)c(C)c3)o2)CC1,-3,0,-6,5,4,9,-3,-7
CCn1cc(CNC(=O)C2CCC(=O)N(CCc3cccc(F)c3)C2)cn1 (centres undefined),16,-14,9,15,-3,-3,1,11
COc1ccccc1NC(=O)CN1CCN(CC(=O)Nc2ccc(S(N)(=O)=O)cc2)CC1,-12,7,-4,7,40,-6,0,16
c1cc(-c2noc(CC3CCCCC3)n2)ccn1,-2,-18,7,13,0,12,-8,-13
Cc1ccc(NCSc2ccc(Cl)cc2)cc1,.,-44,10,.,.,3,-8,.
Clc1ccc(CN2CCN(c3ncccn3)CC2)cc1,-18,12,-6,-4,1,4,-4,0
COc1ccc(N2CCN(C(c3ccco3)c3sc4nc(C)nn4c3O)CC2)cc1 (centres undefined),12,-1,-6,1,2,5,-1,9
COc1ccccc1CCC(=O)NC1CCCN(c2ccc(C(F)(F)F)cn2)C1 (centres undefined),5,3,4,23,-1,15,10,-10
COC(=O)C1=C(C)Nc2nc3ccccc3n2C1c1cc(OC)c(OC)c(OC)c1 (centres undefined),-10,26,-6,4,-12,-8,-2,25
O=C(CCc1ccccc1)Nc1ccnn1C1CCN(Cc2ccc(OCCO)cc2)CC1,1,12,-11,-33,2,17,-4,15
Cc1ccccc1Cn1c(=N)n(CC(=O)c2ccco2)c2ccccc21,-5,3,-9,16,14,6,-3,-8
Cc1ccc(S(=O)(=O)/C(C#N)=C/c2c(N3CCC(C(N)=O)CC3)nc3c(C)cccn3c2=O)cc1,3,1,-3,4,10,-10,8,20
CCC(=O)Nc1ccc(/C(C)=N/NC(=O)c2c(-c3ccccc3Cl)noc2C)cc1,-1,-2,7,7,5,8,-5,3
CC(=O)CCc1oc2ccc(NC(C)=O)cc2c1-c1ccc(C)o1,5,-4,9,21,2,22,0,17
N[C@@H](Cc1ccccc1)c1nnc(SC/C=C/c2ccccc2)o1,-16,1,0,-2,-6,11,6,-13
Cc1ccc(NC(=O)C2CCN(S(=O)(=O)c3c(C)noc3/C=C/N(C)C)CC2)cc1,6,-9,19,-14,-13,10,3,0
COc1cc(-c2c(C#N)c(N)nc3[nH]c(=S)[nH]c(=O)c23)ccc1O,2,3,-11,7,5,3,-9,22

# Reformatted as tab-separated lines: 2 of the compounds above.
SMILES	Jurkat NFkB inh	Gli-Sufu antag	EBI2 antag	APJ antag	UBC13 polyUb	CCR6 antagonist	CXCR6 block	697 NFkB inh
Clc1ccc(CN2CCN(c3ncccn3)CC2)cc1	-18	12	-6	-4	1	4	-4	0
COc1ccc(N2CCN(C(c3ccco3)c3sc4nc(C)nn4c3O)CC2)cc1 (centres undefined)	12	-1	-6	1	2	5	-1	9

# The list continues:
SMILES,Jurkat NFkB inh,Gli-Sufu antag,EBI2 antag,APJ antag,UBC13 polyUb,CCR6 antagonist,CXCR6 block,697 NFkB inh
COCc1cc(C)nc(OCC(=O)N/N=C/c2ccc(OC)c(OC)c2)c1C#N,7,-23,-1,5,2,9,4,17
CN(C)CCN(C(=O)C1CCN(S(=O)(=O)c2cccs2)CC1)c1nc2c(F)cccc2s1,-5,-8,-3,-2,9,28,2,2
CCOc1ccc(S(=O)(=O)Nc2nc3ccccc3nc2-n2ccc(=NC(=O)c3ccccc3C)cc2)cc1,19,-3,-6,-7,-11,15,-8,-100
Cc1ccc(S(=O)(=O)N(Cc2ccccc2)c2ccccc2C(=O)Nc2ccccc2C(=O)NCc2ccco2)cc1,-11,10,3,5,-2,-5,-5,-5
CSc1sc(C)cc1C=O,18,-7,-18,9,7,11,-24,17
CCOc1ccc(CCNS(=O)(=O)c2ccc3c(c2)N(C(C)=O)CCO3)cc1OCC,-6,8,4,-11,-1,9,-2,-2
CC(C)(C)OC(=O)N1CCC(NC(=O)c2[nH]cnc2C(=O)Nc2ccccc2)CC1,6,3,-1,-5,3,7,-20,7

# Compounds were not picked by outcome; overall some 3% were active at least once.
